RGS4 block: inhibitors of human RGS4; B-score at 10 µM; P49798; AID 463165; HEK293 M3R/RGS4 inducible, Fluo-4 calcium flux; active compounds read high; triggered by carbachol at its EC20; 310,000 compounds, 0.45% hits;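 active = B-score, a plate-corrected calcium signal, over three deviations above library mean, with baseline fluorescence within five deviations of library mean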;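 also: RGS4 expression induced by doxycycline in cells with stable M3 receptor; B-score is computed from the integrated fluorescence ratio over baseline after carbachol; higher B-score means a larger calcium signal and so more RGS4 inhibition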
SKKanGAS inh: inhibitors of SKKanGAS S. pyogenes growth in kanamycin (SK-promoter or general growth effect); inhibition, % at 7.5 µM; BacTiter-Glo, 6 h; 300,000 compounds, 1.3% hits; AID 1662;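 active = mean replicate score, as percent of positive control median, at least 50; inconclusive = mean below 50 but one replicate at or above 50; inactive = mean and every replicate below 50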;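 also: strain carries kanamycin resistance gene driven by streptokinase promoter and grows in 40 µg/ml kanamycin; loss of luminescence reflects streptokinase promoter inhibition or plain growth inhibition; 0% = median of DMSO wells and 100% = positive control at its reference dose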
TMEM16A act: activates or potentiates the mouse TMEM16A chloride channel; Q8BHY3; HEK293 TMEM16A/YFP-H148Q/I152L, iodide quench fluorescence; active compounds read low; B-score at 10 µM; 340,000 compounds, 0.3% hits; AID 623877;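 active = fluorescence-ratio B-score plate-corrected deviation score at least 3 library SD below zero, with starting fluorescence score within 5 deviations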;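 also: channel opened by trigger with iodide after compound preincubation; score built on the fluorescence ratio of max minus min over baseline; more negative score means more quench and so TMEM16A activation or potentiation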
Target sequence (Q8BHY3 whole entry, looked up): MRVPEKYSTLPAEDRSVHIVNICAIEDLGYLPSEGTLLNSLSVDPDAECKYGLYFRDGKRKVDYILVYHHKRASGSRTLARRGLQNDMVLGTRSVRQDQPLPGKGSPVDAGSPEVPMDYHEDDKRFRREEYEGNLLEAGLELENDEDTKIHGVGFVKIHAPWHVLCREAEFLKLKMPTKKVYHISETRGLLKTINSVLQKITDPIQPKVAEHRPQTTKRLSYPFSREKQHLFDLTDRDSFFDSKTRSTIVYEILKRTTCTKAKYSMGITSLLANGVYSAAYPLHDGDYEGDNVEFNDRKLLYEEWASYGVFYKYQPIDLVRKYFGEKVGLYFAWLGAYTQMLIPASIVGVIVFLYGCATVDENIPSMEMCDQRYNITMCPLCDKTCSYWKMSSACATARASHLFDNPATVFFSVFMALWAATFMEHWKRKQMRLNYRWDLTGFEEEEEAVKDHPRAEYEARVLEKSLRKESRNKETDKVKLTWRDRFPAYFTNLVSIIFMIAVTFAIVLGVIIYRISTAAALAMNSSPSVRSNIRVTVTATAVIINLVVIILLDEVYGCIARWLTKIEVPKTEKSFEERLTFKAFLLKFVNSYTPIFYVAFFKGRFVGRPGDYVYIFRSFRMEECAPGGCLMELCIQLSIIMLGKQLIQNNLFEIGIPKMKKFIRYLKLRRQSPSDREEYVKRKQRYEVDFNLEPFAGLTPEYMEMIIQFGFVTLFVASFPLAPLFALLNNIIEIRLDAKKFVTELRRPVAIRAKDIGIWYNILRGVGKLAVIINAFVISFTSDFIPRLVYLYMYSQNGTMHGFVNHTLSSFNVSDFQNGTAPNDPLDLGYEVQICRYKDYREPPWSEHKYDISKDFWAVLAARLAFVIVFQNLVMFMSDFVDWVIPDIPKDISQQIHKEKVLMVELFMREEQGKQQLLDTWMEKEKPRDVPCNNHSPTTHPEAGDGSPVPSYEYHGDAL
ANO1 block: blocks the mouse calcium-activated chloride channel TMEM16A | AID 588511 | normalized B-score (activity score, 25-100; higher = stronger inhibition) at 10 µM | HEK293 TMEM16A/YFP iodide influx fluorescence, ionomycin | 310,000 compounds, 1.2% hits | Q8BHY3;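 active = ratio plate-corrected score three or more library SD toward inhibition, starting fluorescence score within five deviations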;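 also: score derived from kinetic fluorescence span divided by baseline fluorescence per well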
TRPC6 activator: activators of mouse TRPC6 channel | B-score at 10 µM | Q61143 | 310,000 compounds, 0.13% hits | HEK293-TRPC6 membrane potential dye fluorescence; active compounds read high;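 active = B-score of the integrated fluorescence ratio above library mean plus 3 SD, and starting fluorescence ratio within library mean plus 5 SD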;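 also: higher score means more depolarization so channel activation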
RGS4 pot: potentiators or activators of RGS4; HEK293 M3R/inducible RGS4, carbachol calcium flux Fluo4; active compounds read low; B-score at 10 µM; AID 463111; 310,000 compounds, 0.92% hits;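 active = B-score of the integrated calcium signal more than 4 SD below the library mean, with starting fluorescence not abnormally high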;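 also: negative B-score means reduced calcium response which marks RGS4 activation or potentiation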
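Assay system: HEK293 FlpIn-TREx cells, stable M3R, doxycycline-inducible RGS4 / Probe or stimulus: carbachol, ECmax concentration / Times: overnight RGS4 induction, 30 min dye load 37 °C, 20 min compound RT / Signal: kinetic calcium fluorescence imaging with Fluo4-AM dye, 2 µM / Measure: Agonist-evoked peak-minus-minimum fluorescence over baseline, integrated ratio, B score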
HDAC3 inhib: inhibitors of human histone deacetylase 3 | O15379 | recombinant HDAC3, fluorogenic peptide/trypsin coupled, fluorescence | inhibition, % at 8.3 µM | 320,000 compounds, 0.15% hits; in the data active = inhibition above about 26%, passing the limit was not always enough; inconclusive = no clear call, values can overlap the other calls
MrgX1 PAM: allosterically activates human MrgX1 receptor signaling. B-score at 10 µM. AID 588675. 310,000 compounds, 0.63% hits. MrgX1-HEK293, Fluo-4 calcium flux, FDSS; active compounds read high;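 active = plate-corrected calcium response at least 3 library SD above typical, normal starting fluorescence, not activating the receptor alone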;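 also: compound read alongside a low EC10 to EC30 dose of BAM8-22 agonist; peak minus trough fluorescence over baseline measured at the second addition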
MrgX1 agonist: agonists of human MrgX1 receptor | AID 588627 | MrgX1-HEK293 cells, Fluo-4 calcium fluorescence, agonist mode; active compounds read high | 310,000 compounds, 0.44% hits | B-score at 10 µM;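 active = calcium response B-score plate-corrected fluorescence ratio at least 3 library SD, with starting fluorescence B-score inside 5 SD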
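times = overnight plating, then 30 min 37 °C plus 30 min room-temperature dye loading | assay system = stable human MrgX1 HEK293 cell line | input = fifteen thousand cells per well | signal = kinetic calcium dye fluorescence, Fluo-4 NW | dosing = compound delivered in addition one of three | read-out = B-scored fluorescence response ratio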
TRPC6 inh: blocks the mouse TRPC6 cation channel; B-score at 10 µM; AID 2553; 310,000 compounds, 1.1% hits; Q61143; HEK293-TRPC6, membrane potential dye, ACh-evoked depolarization; active compounds read low;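 active = B-score under library mean minus 3 SD, initial fluorescence not abnormally high, positive integrated signal ratio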;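 also: B-score derived from integrated fluorescence ratio over the kinetic read; more negative B-score means stronger inhibition of depolarization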
MrgX1 antag: blocks BAM8-22 activation of human MrgX1 receptor. MRGX1-HEK293 calcium flux, Fluo-4, BAM8-22 antagonism; active compounds read low. 310,000 compounds, 1.3% hits. AID 588676. B-score at 10 µM;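 active = calcium-response B-score plate-corrected more than 3 library SD below zero, starting fluorescence within 5 deviations, no agonist response on first addition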;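 also: peak minus trough fluorescence over baseline after final BAM8-22 challenge near maximal dose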
* hit, by the source's call; i = inactive; ? = inconclusive; · = not tested or not shown.

SMILES	RGS4 block	SKKanGAS inh	TMEM16A act	ANO1 block	TRPC6 activator	RGS4 pot	HDAC3 inhib	MrgX1 PAM	MrgX1 agonist	TRPC6 inh	MrgX1 antag
CN(Cc1ccccc1)S(=O)(=O)c1ccc2c(c1)OCCO2	i	8	i	i	i	i	-4	i	i	i	i
Cc1[nH]c2ccc(C(=O)OC(C)C(=O)N(C)c3ccccc3)cc2c1C (stereo not drawn)	i	3	i	i	i	i	-3	i	i	i	i
CC(=O)Nc1ccc(S(=O)(=O)NCCc2ccccc2)cc1	i	-8	i	i	i	i	-2	i	i	i	i
Cc1[nH]n(-c2ccccc2)c(=S)c1C=NCCCN=Cc1c(C)[nH]n(-c2ccccc2)c1=S	i	6	i	i	i	i	16	i	i	i	i
Cc1cccc(-n2c(=S)[nH]c3nc4c(cc3c2=O)COC(C)(C)C4)c1	i	5	i	i	i	i	-2	i	i	i	i
COc1ccc(S(=O)(=O)Nc2ccccn2)cc1C	i	4	i	i	i	i	2	i	i	i	i
c1ccc(SCCN2CCN(c3ccccc3)CC2)cc1	i	7	i	i	i	i	6	i	i	i	i
CCCn1c(SCC(=O)NCC2CCCO2)nc2c1c(=O)n(C)c(=O)n2C (stereo not drawn)	i	-3	i	i	i	i	-3	i	i	i	i
O=C(CN1CCN(c2ccccn2)CC1)Nc1nc2ccccc2s1	i	3	i	i	i	i	6	i	i	i	i
CCOC(=O)c1ccc(-n2c(-c3ccco3)nc3ccccc3c2=O)cc1	i	17	i	i	i	i	-1	i	i	i	i
CCn1cc(C(=O)NCc2ccco2)c(=O)c2cc(S(=O)(=O)N3CCc4ccccc4C3)ccc21	i	22	i	i	i	i	3	i	i	i	i
COc1ccc(C(=O)N2c3cc4c(cc3C(C)=CC2(C)C)OCO4)cc1	i	-15	i	·	i	i	·	·	·	i	·
CCOc1ccc(NC(=O)Cn2nnc(-c3ccccc3NC(=O)c3cccs3)n2)cc1	i	3	i	i	i	i	-4	i	i	i	i
O=C(Nc1ccc(N2CCOCC2)cc1N1CCOCC1)c1ncoc1-c1cccc(F)c1	i	-7	i	i	i	i	3	i	i	i	i
O=C(Nc1ccc(Cl)c([N+](=O)[O-])c1)c1ccco1	i	4	i	i	i	i	-4	i	i	i	i
O=C(O)c1cc(-c2ccncc2)nc2ccc(F)cc12	i	4	·	·	i	i	·	·	·	i	·
CCSc1nnc(NC(=O)c2cc(-c3ccc(C)c(C)c3O)n[nH]2)s1	i	-4	i	·	i	i	·	·	·	i	·
O=C(O)CCn1[nH]c(=O)c2ccccc2c1=O	i	-5	i	i	i	i	-2	i	i	i	i
CC(=O)NCCc1nc2ccccc2n1CCOc1ccccc1	i	2	i	i	i	i	2	i	i	i	i
Cc1nc(N2CCN(C)CC2)[nH]c(=O)c1Cc1cccc2ccccc12	i	10	i	i	i	i	-1	i	i	i	i
N/C(COc1ccc(Cl)cc1Cl)=N\O	i	1	i	i	i	i	2	i	i	i	i
CCN(CC)c1ccc(/C=N/NC(=O)CNC(=O)c2cccnc2)cc1	i	5	·	i	i	i	-4	i	i	i	i
CC(C)(C)NC(=O)C(c1cccs1)N(CC1CCCO1)C(=O)c1ccc(-c2ccccc2)[nH]1 (stereo not drawn)	i	3	i	i	i	i	5	i	i	i	i
CCN1CCN(c2ncc(C(=O)N3CCCc4ccccc43)c3ccccc23)CC1	i	4	i	i	i	i	7	i	i	i	i
CC(C)(C)c1ccc(/C=C(\C#N)C(=O)Nc2ccccn2)cc1	i	1	i	i	i	i	2	i	i	i	i

Continuation.
SMILES	RGS4 block	SKKanGAS inh	TMEM16A act	ANO1 block	TRPC6 activator	RGS4 pot	HDAC3 inhib	MrgX1 PAM	MrgX1 agonist	TRPC6 inh	MrgX1 antag
CCSc1nnc(NC(=O)CSc2nnc(Cc3cccn3C)n2-c2ccc(C)cc2)s1	i	11	i	i	i	i	-9	i	i	i	i
Cc1cccc(C(C)C)c1NC(=O)COC(=O)C1CC(=O)N(Cc2ccccc2)C1 (stereo not drawn)	i	-9	i	i	i	i	3	i	i	i	i
CCCN(CCC)c1nc(Cl)nc(NCCN2CCOCC2)n1	i	-7	i	i	i	i	3	i	i	i	i
COc1ccccc1C(=O)NC(=O)Cn1nc(C)c([N+](=O)[O-])c1C	i	-5	i	i	i	i	-7	i	i	i	i
COc1ccc(CCNS(=O)(=O)c2ccc3c(c2)OCCO3)cc1	i	-6	i	i	i	i	2	i	i	i	i
C=C1CCN([C@@H](Cc2ccccc2)C(=O)NC2CCN(Cc3ccccc3)CC2)S(=O)(=O)c2ccccc21	i	5	i	i	i	i	-4	i	i	i	i
O=C(OCn1nnc2ccccc2c1=O)c1ccc2ccccc2n1	i	1	i	·	i	i	·	·	·	i	·
CCNC(=S)NNC(=O)c1cc(-c2ccc(OC)cc2)nc2ccccc12	i	42	i	i	i	i	-1	i	i	i	i
CCc1ccccc1NC(=O)CN(C)C(=O)CSc1nnc(Nc2cccc(C)c2)s1	i	7	i	i	i	i	0	i	i	i	i
NC(=O)c1ccc(Oc2ccc3ccc(=O)oc3c2)c([N+](=O)[O-])c1	i	3	i	i	i	i	2	i	i	i	i
CN(C[C@H](Cc1ccccc1)N(C[C@H](Cc1ccccc1)N(CCc1cc(C(F)(F)F)cc(C(F)(F)F)c1)N=O)N=O)N=O	i	0	i	i	i	i	-4	i	i	i	i
C/C=C\C(=O)Nc1cccc(C2=NOC3(C2)C[C@@H](C(N)=O)N(C(=O)COc2ccc(Cl)cc2)C3)c1 (stereo partly drawn)	i	3	i	i	i	i	0	i	i	i	i
Cc1nnc(SCC(=O)N2CCc3ccccc32)n1-c1ccccc1	i	-2	i	i	i	i	2	i	i	i	i
O=[N+]([O-])c1ccccc1S(=O)(=O)Oc1ccccc1/C=N/n1cnnc1	i	-2	i	i	i	i	-5	i	i	i	i
CCOC(=O)Nc1ccc2c(CNC(C)c3ccccc3OC)cc(=O)oc2c1 (stereo not drawn)	i	2	i	i	i	i	-3	i	i	i	i
COc1ccc(S(=O)(=O)N2CCCOC2CNC(=O)C(=O)NCCc2ccco2)cc1C (stereo not drawn)	i	10	i	i	i	i	5	i	i	i	i
O=C(CSc1nnc(-c2csc3c2CCCC3)o1)Nc1ccccc1	i	2	i	i	i	i	2	i	i	i	i
CC(=O)N1CCN(C(=S)c2cccc([N+](=O)[O-])c2)CC1	i	2	i	i	i	i	-3	i	i	i	i
CC(C)(C)c1ccccc1NC(=O)c1cccnc1	i	-6	i	i	i	i	0	i	i	i	i
O=C1C2C3C=CC(C4CC34)C2C(=O)N1c1ccc2c(c1)OCO2 (stereo not drawn)	i	-10	i	i	i	i	-12	i	i	i	i
CC(/C=C/c1ccc2c(c1)OCO2)=N/NC(=O)c1ccc(C)nc1	i	-1	i	i	i	i	4	i	i	i	i
CC(Cc1cccs1)NC(=O)Nc1cccc(Cl)c1 (stereo not drawn)	i	-7	i	i	i	i	0	i	i	i	i
COc1cc(C2NCCc3c2[nH]c2ccccc32)ccc1OC(C)C (stereo not drawn)	i	-7	·	i	i	i	1	i	i	-6.1*	i
Cc1c(NC(=S)NC(=O)c2ccccc2Br)c(=O)n(-c2ccccc2)n1C	i	3	i	i	i	i	-1	i	i	i	i
COc1ccc(CCNC(=O)CSc2nnnn2-c2ccccc2)cc1	i	-17	i	i	i	i	0	i	i	i	i

Later entries
SMILES	RGS4 block	SKKanGAS inh	TMEM16A act	ANO1 block	TRPC6 activator	RGS4 pot	HDAC3 inhib	MrgX1 PAM	MrgX1 agonist	TRPC6 inh	MrgX1 antag
O=C(NCc1ccccc1)c1ccccc1Br	i	-10	i	i	i	i	7	i	i	i	i
Nc1nc(-c2ccccn2)nc(N)c1Cc1ccc(Cl)cc1Cl	i	114*	i	i	i	i	1	i	i	i	i
CN(c1ccccc1C(=O)N1CCCC1)S(C)(=O)=O	i	-2	i	i	i	i	4	i	i	i	i
Cc1cc(-c2nnc(SCC(=O)Nc3ccc(F)cc3F)n2N)n[nH]1	i	-1	i	i	i	i	3	i	i	i	i
Cc1ccc(CN(C)C(=O)C2CCC(=O)N(CCc3ccccc3)C2)o1 (stereo not drawn)	i	0	i	·	i	i	·	·	·	i	·
COc1cccc(C(=O)NNC(=O)Cc2cccs2)c1	i	-2	i	i	i	i	3	i	i	i	i
Cc1occc1-c1nnc(SCC(=O)N2CCc3ccccc32)o1	i	4	i	i	i	i	?	i	37*	i	i
CCN(CC(=O)Nc1ccc(C(=O)Nc2ccc(OC)cc2)cc1)Cc1nc2ccccc2c(=O)[nH]1	i	18	i	i	i	i	4	i	i	i	i
CC(C)COc1ccc(C(=O)Nc2ccc(NC(=O)c3ccco3)cc2)cc1	i	-1	i	i	i	i	-1	i	i	i	i
CCCOc1cccc(-c2cc(-c3n[nH]c(=S)n3CC)c3ccccc3n2)c1	i	18	i	i	i	-8.5*	·	i	i	i	i
Cn1c(=O)[nH]c(=O)c2c1nc(Br)n2CCSc1nc2ccccc2o1	i	-8	i	i	i	i	-2	i	i	i	i
O=C1CN(C(=O)COc2ncnc3ccccc23)c2ccccc2N1	i	-1	i	i	i	i	-11	i	i	i	i
Clc1ccc(COn2c(-c3ccc(Cl)cc3Cl)nc3ncccc32)cc1	i	3	i	i	i	-8.3*	7	i	i	i	i
CC(C)NCC(O)COC1CCC(C(C)(C)C)CC1 (stereo not drawn)	i	-6	i	i	i	i	4	i	i	i	i
COc1ccc(S(=O)(=O)N2CCN(C(=O)C3CCCO3)CC2)cc1 (stereo not drawn)	i	11	i	i	i	i	2	i	i	i	i
COc1ccc(NC(=O)c2cccc(S(=O)(=O)Nc3ccc(Br)cc3)c2)cn1	i	14	i	25*	i	i	6	i	i	i	i
CCOC(=O)Cc1csc(NC(=O)c2cc(=O)c3ccccc3o2)n1	i	-5	i	i	i	i	4	i	i	i	i
c1ccc(-c2cc3c(N4CCCC4)ncnc3s2)cc1	i	10	i	i	i	i	-4	i	i	i	i

Random draw from the library; any-hit rate near 6.7%.
